TRHR ag: TRH receptor (human) agonism; TRHR cells, calcium flux fluo-8, FDSS agonist mode; activation, % at 2 µM; 360,000 tested, 0.18% active; AID 493084; in the data active = activation above about 30%; note: 0% is about no effect
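Steps: seed TRHR cells overnight; add fluo-8 no-wash Ca dye, RT 30 min–1.5 h; record 10 s baseline; pin-transfer compounds; monitor fluorescence 1 cycle/s for the agonist window. Calcium increases flag candidate agonists.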
USP1-UAF1 inh: USP1/UAF1 (human) deubiquitinase inhibition; O94782; recombinant USP1/UAF1, Ub-Rhodamine cleavage fluorescence; Potency, µM (titrated, usually from 57.1 µM), for the others: at the highest dose activity change, negative = inhibition, usual class: inhibitors; 390,000 tested, 0.23% active; note: potency is the fitted concentration of half-maximal effect; % is set by controls: 0 for no effect and ±100 for the full control effect; nearly all actives have a fitted effect of over 60% in size; inactives centre near -12
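USP1/UAF1 complex at 1 nM was preincubated with compound for 15 min at room temperature, then Ub-Rho substrate (150nM final) was added. Fluorescence (480/540 nm) was read kinetically, 6 reads every 60 seconds.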
TRHR PAM: allosterically enhances the human TRH receptor; P34981; TRHR cells, fluo-8 calcium fluorescence, EC20 TRH enhancement; enhancement, % at 2 µM; 360,000 tested, 0.66% active; in the data active = enhancement above about 30%; note: 0% is about no effect
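TRHR-expressing cells loaded with fluo-8 calcium dye were read kinetically (ex 480/em 530) during compound addition, then stimulated with an EC20 of TRH (10 nM final). Enhancement of the Gq-mediated intracellular calcium response was scored.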
TrxR1 substrate: is turned over as a substrate by rat TrxR1; O89049; purified TrxR1 substrate turnover, NADPH consumption readout; Potency, µM (doses to about 114 µM), inactives show top-dose activity change, negative = substrate turnover; 390,000 tested, 0.01% active; AID 588456; note: potency is the fitted concentration of half-maximal effect; % is set by controls: 0 for no effect and ±100 for the full control effect; nearly all actives have a fitted effect of over 50% in size
Target sequence (O89049 whole entry, looked up): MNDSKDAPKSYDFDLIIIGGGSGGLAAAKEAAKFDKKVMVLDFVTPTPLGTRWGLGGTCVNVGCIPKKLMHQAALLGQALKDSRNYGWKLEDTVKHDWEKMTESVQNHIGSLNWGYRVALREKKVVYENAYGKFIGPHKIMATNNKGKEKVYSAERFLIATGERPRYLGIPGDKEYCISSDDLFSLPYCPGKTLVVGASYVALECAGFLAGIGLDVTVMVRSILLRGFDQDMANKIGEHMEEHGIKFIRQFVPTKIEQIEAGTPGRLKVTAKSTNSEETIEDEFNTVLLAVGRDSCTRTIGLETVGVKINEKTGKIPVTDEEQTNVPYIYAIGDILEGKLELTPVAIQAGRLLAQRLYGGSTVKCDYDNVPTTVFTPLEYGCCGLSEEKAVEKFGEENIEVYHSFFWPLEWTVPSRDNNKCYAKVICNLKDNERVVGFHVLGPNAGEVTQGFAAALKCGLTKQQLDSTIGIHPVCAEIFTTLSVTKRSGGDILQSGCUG
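Rat TrxR1, dispensed at 90 nM, was prereduced with 400 uM NADPH (final) for 5 min at ~22 deg C, then incubated with compound 15 min before 400 uM selenite. A first-read NADPH fluorescence drop versus no-compound background flagged substrates.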
D2 antag: antagonists of human D2 dopamine receptor | 340,000 tested, 2% active | P14416 | inhibition, % at 10 µM | HEK293 TREx D2 cells, calcium flux, dopamine EC80; in the data active = inhibition above about 30%; note: 0% is about no effect
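Tetracycline-induced HEK293 TREx cells expressing D2 receptor forced-coupled to calcium signalling, loaded with no-wash calcium dye. Compounds added and calcium flux read 180 s, then dopamine added at EC80 and read a further 180 s.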
PI4K2A block: blocks human PI4K2A kinase activity | Q9BTU6 | purified PI4K2A, ADP-Glo luminescence, 1 h; stronger effect = lower value | activity change, negative = inhibition, % at 76.9 µM | 420,000 tested, 0.13% active; in the data active = activity change below about -50%; inconclusive = mostly about -30% to -49%;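 note: -100% = wells without enzyme as full effect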
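PI4K2A activity was measured by ADP-Glo luminescence: enzyme (4 ug/mL stock) and phosphatidylinositol (1.2 mM stock) in Tris pH 7.5/MgCl2/EGTA/Triton X-100 buffer were reacted with ATP (300 microM stock) for one hour at ambient temperature.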
D2 ag: D2 dopamine receptor (human) agonism. 340,000 tested, 0.53% active. P14416. activation, % at 2 µM. HEK293 T-REx D2 cells, calcium flux agonist mode. AID 485358;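 active = activation over 3 SD above normal in the single-dose calcium agonist read, cut at about 30% in these data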; note: 0% is about no effect
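Agonism is scored from calcium flux in a force-coupled, inducible HEK293 cell line expressing D2, read kinetically for 180 s after compound addition against dopamine controls.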
TrxR1 inh: inhibitors of rat thioredoxin reductase 1. 390,000 tested, 1% active. AID 588453. Potency, µM (highest dose often 114 µM), without a hit: at the highest dose activity change, negative = inhibition, hits mostly inhibitors. O89049. recombinant rTrxR1, NADPH fluorescence consumption, selenite substrate; note: potency is the fitted concentration of half-maximal effect; % is set by controls: 0 for no effect and ±100 for the full control effect; nearly all actives have a fitted effect of over 65% in size
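Rat TrxR1 (90 nM in the dispensed reagent) was pre-reduced with 400 uM NADPH for 5 min at room temperature, then incubated with compound for 15 min. After 400 uM selenite was added, NADPH fluorescence (Ex 340/Em 450 nm) was followed for 8 min.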
IDH1 R132H inh: inhibitors of human mutant IDH1 R132H. AID 602179. Potency, µM (doses to about 76.6 µM), without a hit: top-dose activity change, negative = inhibition, most hits filed as inhibitors. 390,000 tested, 0.093% active. IDH1-R132H enzyme, NADPH consumption, diaphorase/resazurin fluorescence. O75874; note: potency is the fitted concentration of half-maximal effect; % is set by controls: 0 for no effect and ±100 for the full control effect; nearly all actives have a fitted effect of over 65% in size
Target sequence (O75874 whole entry R132H, stated change not applied): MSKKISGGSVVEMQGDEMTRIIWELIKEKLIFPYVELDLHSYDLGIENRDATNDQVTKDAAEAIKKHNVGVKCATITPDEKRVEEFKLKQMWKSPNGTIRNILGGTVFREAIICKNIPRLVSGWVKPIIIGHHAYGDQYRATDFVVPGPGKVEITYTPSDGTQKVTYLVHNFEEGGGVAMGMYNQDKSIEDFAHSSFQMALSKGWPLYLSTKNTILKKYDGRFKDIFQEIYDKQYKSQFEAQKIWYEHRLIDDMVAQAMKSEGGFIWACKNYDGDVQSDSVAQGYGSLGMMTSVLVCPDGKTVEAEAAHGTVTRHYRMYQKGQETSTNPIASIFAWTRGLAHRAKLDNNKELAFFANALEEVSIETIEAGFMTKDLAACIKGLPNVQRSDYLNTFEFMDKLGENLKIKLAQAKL
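IDH1-R132H (0.5 ug/mL) preincubated 30 min with compound, then NADPH (0.016 mM) and alpha-KG (2 mM) added; 80 min at RT, pH 7.5. Remaining NADPH coupled via diaphorase/resazurin to fluorescence (540/590 nm); concentration-response curves normalized to no-enzyme control.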
The depositor's hits bear a star; ? = inconclusive; · = no result given; & = joins results of further samples; [ ] = dose if it differs, or a comment. Unless noted, calls come from the whole dose curve; as a rule, active = well fitted inhibition curve with a large enough effect; inconclusive = small, poorly fitted or top-dose-only effect; inactive = no such curve, though single readings can be large or run the other way.

SMILES | TRHR ag | USP1-UAF1 inh | TRHR PAM | TrxR1 substrate | D2 antag | PI4K2A block | D2 ag | TrxR1 inh | IDH1 R132H inh
CCOc1ccc(NC(=O)COc2ccc3c(c2)OCO3)cc1 | -1.0 | -2% | -4 | 1%[57.1 µM] | -26 | -3 | -2.2 | 2%[57.1 µM] | 0%
O=C(NC1(C(F)(F)F)NC(=O)N(CC2CCCCC2)C1=O)c1ccco1 (stereo not given) | 0.4 | -1% | -2 | 4% | -4 | 2 | -0.7 | 17% | 0%
CC1CCN(C(=O)CS(=O)(=O)Cc2ccccc2)CC1 | -0.6 | -15% | -1 | -1% | 0 | 5 | 0.0 | 6% | -6%
O=C(c1cc(-c2cccc(Cl)c2)on1)N1CCCCCC1 | -0.3 | -9% | 0 | -8% | -20 | -2 | -0.7 | 3% | 5%
CC1NC(C)c2c(ccc3ccccc23)O1 (stereo not given) | · | -19% | · | 19%[57.1 µM] | · | -12 | · | 22%[2.29 µM] | 4%
O=C(c1cccc(F)c1)N1CCN(Cc2c[nH]c3ccccc23)CC1 | 0.5 | 7% | -2 | 6%[57.1 µM] | 9 | -1 | -0.4 | 7%[57.1 µM] | 12%
COc1ccc(N(C)S(=O)(=O)c2cccc(C(=O)Nc3cccc(C(=O)NC4CC4)c3)c2)cc1 | 0.4 | -18% | 0 | 4% | -17 | -3 | -0.2 | 21% | 6%
COc1ccc(Cl)cc1S(=O)(=O)N1CCN=C1C | 0.0 | -7% | -3 | 10% | -10 | -6 | 0.0 | 0%[57.1 µM] | 2%
CC(C)c1nc2sc3c(SCC(=O)NCc4ccco4)ncnc3c2c2c1CCC2 | -0.3 | -17% | 21 | ? | · | -20 | · | ? | -9%
O=C(CSc1nc2ccccc2s1)NCCCN1CCOCC1 | -0.2 | -11% | -2 | 4%[57.1 µM] | -2 | 10 | 0.8 | 5%[57.1 µM] | -8%
Cc1nn(-c2ccccc2)c(C)c1/C=C/C(=O)OCC(=O)N(C)C1CCS(=O)(=O)C1 (stereo not given) | 0.6 | 1% | 4 | -18% | 2 | 1 | 0.8 | -16% | 3%
COc1ccc(C2CC(=O)N(Cc3ccc(C)cc3)c3c2c(C)nn3-c2nc(C)cc(C)n2)c(OC)c1 (stereo not given) | 0.2 | -1% | -1 | -8% | · | -3 | 2.3 | 0% | 0%
COc1ccc(N2CC(C(=O)Nc3nnc(SCC(=O)N4CCCC4)s3)CC2=O)cc1 (stereo not given) | 0.2 | -16% | 1 | -2% | -12 | -3 | 0.3 | 9% | 0%
Cc1ccc(C(C)C)c(OCC(=O)NNC2=CC(=O)CC(C)(C)C2)c1 | 0.0 | -19% | -5 | 6%[57.1 µM] | 0 | 4 | -0.8 | 0%[57.1 µM] | 5%
COc1ccccc1CN1CC(C(=O)N(C)CCCn2nc(C)cc2C)CCC1=O (stereo not given) | 0.7 | -19% | 1 | -12% | -20 | -4 | -1.5 | ? | 0%
O=C1c2ccccc2C(=O)N1CSc1ncccn1 | -0.1 | 0% | 7 | -4% | 5 | -3 | 0.1 | -6% | -3%
CC1(C)CC(=O)C(C2C3=C(CC(C)(C)CC3=O)Oc3ccccc32)=C(O)C1 (stereo not given) | 0.0 | -21% | -2 | 3% | -10 | -1 | 0.2 | ? | 1%
CC(NC(=O)C1CCN(S(=O)(=O)c2ccc3nc4c(c(C(=O)O)c3c2)CCCC4)CC1)c1ccccc1 (stereo not given) | 0.6&-0.6 | ? | 5&7 | -11%&-7% | -10 | -6&1 | 1.1 | -17%&-8% | -4%&0%
Cn1c(SCc2nc3cc(C(=O)O)ccc3c(=O)[nH]2)nnc1C(F)(F)F | 0.3 | -12% | -7 | 9% | -10 | -8 | -0.3 | 18%[57.1 µM] | 5%
O=C(NCc1ccccn1)c1cccc(S(=O)(=O)N2CCc3ccccc32)c1 | · | -17% | · | -10% | · | -4 | · | -11% | 6%
COc1cc(C)nn1-c1ccc(Cl)cc1 | -0.3 | -16% | -4 | 5%[57.1 µM] | 7 | 4 | 2.8 | 7%[57.1 µM] | 7%
CC(=O)Nc1ccc(NC(=O)CSc2ccc3nnc(-c4cccnc4)n3n2)cc1 | -0.2 | -13% | 14 | 4% | -17 | -5 | -0.7 | 20% | 0%
Cc1sc(N/N=C/c2ccco2)nc1-c1ccccc1 | -0.3 | -16% | -4 | -7% | 0 | 3 | -1.4 | 12% | 4%
COc1ccc(NC(=O)c2cnc(SC)n2-c2ccc(F)cc2)c(OC)c1 | 0.1 | -6% | -1 | -5% | 24 | -2 | 0.2 | 23%[57.1 µM] | 0%
CCOCCCNC(=O)c1cn(CC)c2ccc(S(=O)(=O)N3CCC(C)CC3)cc2c1=O | 0.0 | -15% | 7 | -7% | 2 | 2 | 0.1 | 7% | -1%

Next part:
SMILES | TRHR ag | USP1-UAF1 inh | TRHR PAM | TrxR1 substrate | D2 antag | PI4K2A block | D2 ag | TrxR1 inh | IDH1 R132H inh
CCC1CCCCN1CCCNC(=O)CNC(=O)Cn1ccc2ccccc2c1=O (stereo not given) | 0.7 | -17% | 9 | -5% | 2 | -4 | -0.5 | -21% | 0%
Cc1cc(NC(=O)CCC(=O)N(Cc2ccccc2)C(C(=O)NC2CCCC2)c2ccc(C)o2)no1 (stereo not given) | 0.6 | -16% | 4 | 0% | 11 | 6 | -0.2 | 11% | -15%
CCc1ccc(NC(=O)C(C)Sc2ccc(S(=O)(=O)N3CCN(C)CC3)cn2)cc1 (stereo not given) | 0.5 | -12% | -3 | 9% | · | -2 | · | 23% | 4%
COc1ccc(CNC(=O)C(C)NCc2ccc(S(N)(=O)=O)cc2)cc1 (stereo not given) | -1.1 | -8% | 3 | 1% | -8 | 0 | -3.0 | 18% | 1%
C/C(=N\NC(N)=O)C1CC(CC(C)C)C(=O)O1 (stereo not given) | 0.8 | -6% | -6 | -2%[57.1 µM] | -10 | 1 | 1.4 | -3%[57.1 µM] | 1%
CCC(=O)c1ccc(OCC(=O)OCC(=O)NCCC2=CCCCC2)cc1 | -0.3 | -2% | -4 | 0%[57.1 µM] | 8 | 5 | 0.0 | 6%[57.1 µM] | 13%
CN1C(=S)SC(C)(C)C1/[N+]([O-])=C/c1cccnc1 (stereo not given) | 0.6 | -19% | -6 | -4% | 17 | -1 | -1.8 | 2% | 1%
CCCCCCC1CC(/C(C)=N\NC(N)=O)OC1=O (stereo not given) | -1.0 | -9% | -1 | 6% | -13 | 5 | 2.2 | 16% | 4%
CC(NC(=O)c1cccc(Nc2nc3ccccc3n3nnnc23)c1)c1ccccc1 (stereo not given) | -0.9 | -16% | 5 | 165%[activator] | · | 0 | · | 7% | 7%
O=C(NC1CCCCC1c1ccccc1)c1ccccc1 (stereo not given) | · | 3% | · | 9%[57.1 µM] | · | 0 | · | 4%[11.4 µM] | 6%
O=C(Nc1ccccc1O)c1ccc2c(c1)C(=O)N(N1C(=O)c3ccccc3C1=O)C2=O | 0.8 | -6% | 1 | -11% | 7 | 3 | 0.5 | -16% | 10%
O=S(=O)(Nc1c(Br)cc(Br)c2cccnc12)C1CC1 | -2.6 | · | -4 | -6% | · | · | · | ? | ·
COc1cc(OC)cc(C(=O)NNC(=S)NCc2ccco2)c1 | 0.2 | -13% | 3 | -3% | -4 | -4 | 0.5 | 0% | 5%
Cc1cccc(NS(=O)(=O)Cc2ccccc2)n1 | 0.3 | -17% | 0 | 38%[activator][57.1 µM] | -30 | -1 | -0.2 | 15%[57.1 µM] | 12%
COCc1ccc(C(=O)NC2CCCc3c2cnn3-c2ccc(C)c(C)c2)o1 (stereo not given) | -0.5 | -14% | 1 | -4% | 5 | -4 | -0.4 | -2% | 0%

An excerpt of these results, with values under each structure.
Results follow in this order: TRHR ag | USP1-UAF1 inh | TRHR PAM | TrxR1 substrate | D2 antag | PI4K2A block | D2 ag | TrxR1 inh | IDH1 R132H inh
CN1C(=S)SC(C)(C)C1/[N+]([O-])=C/c1cccnc1 (stereo not given)
→ 0.6 | -19% | -6 | -4% | 17 | -1 | -1.8 | 2% | 1%
CCCCCCC1CC(/C(C)=N\NC(N)=O)OC1=O (stereo not given)
→ -1.0 | -9% | -1 | 6% | -13 | 5 | 2.2 | 16% | 4%
CC(NC(=O)c1cccc(Nc2nc3ccccc3n3nnnc23)c1)c1ccccc1 (stereo not given)
→ -0.9 | -16% | 5 | 165%[activator] | · | 0 | · | 7% | 7%

Reformatted with two lines to a compound: 4 of the compounds above.
Fields – TRHR ag, USP1-UAF1 inh, TRHR PAM, TrxR1 substrate, D2 antag, PI4K2A block, D2 ag, TrxR1 inh, IDH1 R132H inh
Cc1cccc(NS(=O)(=O)Cc2ccccc2)n1
→ 0.3, -17%, 0, 38%[activator][57.1 µM], -30, -1, -0.2, 15%[57.1 µM], 12%
COc1ccc(NC(=O)c2cnc(SC)n2-c2ccc(F)cc2)c(OC)c1
→ 0.1, -6%, -1, -5%, 24, -2, 0.2, 23%[57.1 µM], 0%
COc1cc(OC)cc(C(=O)NNC(=S)NCc2ccco2)c1
→ 0.2, -13%, 3, -3%, -4, -4, 0.5, 0%, 5%
O=C(NC1(C(F)(F)F)NC(=O)N(CC2CCCCC2)C1=O)c1ccco1 (stereo not given)
→ 0.4, -1%, -2, 4%, -4, 2, -0.7, 17%, 0%

From PubChem
